Giardia kill: kills Giardia lamblia; Giardia lamblia trophozoite viability; activity change, % at 7.66 µM, hits read low; actives 0.15% (n = 340,000); AID 540267; in the data active = activity change below about -80%; inconclusive = between about -30% and that limit;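 also: parasites exposed to compound for two days anaerobically before the ATP read; % is scaled to controls: 0 for no effect and ±100 for the full control effect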
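ATP-content bioluminescence gauges trophozoite survival. Cells (100/well) receive compound and incubate anaerobically for 48 hrs at 37 deg C; detection reagent follows for 15-30 min at room temperature.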
GALK inh: blocks human galactokinase activity; P51570; Purified GALK, Kinase-Glo residual ATP luminescence; Potency, µM (titrated, usually from 57.5 µM), inactives show top-dose activity change, negative = inhibition, actives largely listed as inhibitors; actives 0.007% (n = 270,000); AID 1868; also: potency is read from the fitted curve at half-maximal effect; % is scaled to controls: 0 for no effect and ±100 for the full control effect
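Compounds were pin-transferred into ATP buffer (35 uM final), then GALK plus galactose (5 nM, 100 uM final) was added. After 1 h at room temperature, Kinase-Glo Plus was added and luminescence read after 10 min.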
PKM2 activator: increases activity of human pyruvate kinase M2 | P14618 | purified PKM2, Kinase-Glo ATP luminescence, activation; response scale: 0% is enzyme alone, no compound | Potency, µM (highest dose often 57.5 µM), without a hit: at the highest dose activation, usual class: activators | actives 0.34% (n = 260,000) | AID 1631; also: potency is read from the fitted curve at half-maximal effect; % is scaled to controls: 0 for no effect and ±100 for the full control effect; nearly all actives have a fitted effect of over 55% in size
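Purified hPK-M2 (>95%) run at intermediate activity with 0.1 mM ADP and 0.5 mM PEP in 50 mM imidazole pH 7.2, KCl, MgCl2; 1 h room temperature. ATP formed read by Kinase-Glo luminescence; normalized to uninhibited and no-enzyme controls.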
KCNH2 3.1 block: inhibitors of human KCNH2 3.1 potassium channel isoform; AID 720553; activity change, % (tested at about 1.8 µM); U2OS KCNH2 3.1, thallium flux FluxOr; active compounds read low; actives 0.95% (n = 340,000);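 active = maximum activity change below -70%; inconclusive = maximum activity change from -70% to -50%; inactive = maximum activity change above -50%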;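 also: thallium influx rate constant from kinetic fluorescence after stimulation buffer; % is scaled to controls: 0 for no effect and ±100 for the full control effect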
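Measured as rate of thallium-driven FluxOr signal in transduced U2OS cells carrying the 3.1 channel, read kinetically for 2 min upon stimulation; values are rate constants scaled to DMSO control wells.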
Menin MLL FP TR: displaces Texas Red mutant MLL peptide from human menin. O00255. Menin + Texas Red MLL mutant peptide, fluorescence polarization. Potency, µM (series often up to 61.6 µM), for the others: top-dose FP activity change, negative = inhibition, hits mostly inhibitors. actives 0.23% (n = 270,000). AID 1768; active = well fitted inhibition curve with a large enough effect in the polarisation, with a control signal flat, not every such curve was filed as active; inconclusive = small, poorly fitted or top-dose-only effect, or effect the other way, or a change in a side signal; inactive = no such curve, though single readings can be large or run the other way; the % refers to the polarisation; also: potency is read from the fitted curve at half-maximal effect; % of control where 0% means no effect; many of its hits are not listed in these tables
B2AR arrestin: agonists driving beta-arrestin recruitment to human beta2-adrenergic receptor; Potency, µM (top dose mostly 46.1 µM), for inactives: top-dose activation, most hits filed as activators; AID 492947; actives 0.02% (n = 330,000); beta-arrestin recruitment to beta2AR, cell-based reporter; P07550;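 also: potency is read from the fitted curve at half-maximal effect; 0% = DMSO controls and full agonism = EC100 isoproterenol or metaproterenol; nearly all actives have a fitted effect of over 65% in size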
TRPV1 ag: human TRPV1 agonism | TRPV1-expressing cells, Fluo-8 calcium influx, agonist mode | activation, % at 8.33 µM | actives 0.19% (n = 320,000); in the data active = activation above about 80%; inconclusive = between about 30% and that limit; also: 0% is about no effect
Target sequence (Q8NER1 whole entry, looked up): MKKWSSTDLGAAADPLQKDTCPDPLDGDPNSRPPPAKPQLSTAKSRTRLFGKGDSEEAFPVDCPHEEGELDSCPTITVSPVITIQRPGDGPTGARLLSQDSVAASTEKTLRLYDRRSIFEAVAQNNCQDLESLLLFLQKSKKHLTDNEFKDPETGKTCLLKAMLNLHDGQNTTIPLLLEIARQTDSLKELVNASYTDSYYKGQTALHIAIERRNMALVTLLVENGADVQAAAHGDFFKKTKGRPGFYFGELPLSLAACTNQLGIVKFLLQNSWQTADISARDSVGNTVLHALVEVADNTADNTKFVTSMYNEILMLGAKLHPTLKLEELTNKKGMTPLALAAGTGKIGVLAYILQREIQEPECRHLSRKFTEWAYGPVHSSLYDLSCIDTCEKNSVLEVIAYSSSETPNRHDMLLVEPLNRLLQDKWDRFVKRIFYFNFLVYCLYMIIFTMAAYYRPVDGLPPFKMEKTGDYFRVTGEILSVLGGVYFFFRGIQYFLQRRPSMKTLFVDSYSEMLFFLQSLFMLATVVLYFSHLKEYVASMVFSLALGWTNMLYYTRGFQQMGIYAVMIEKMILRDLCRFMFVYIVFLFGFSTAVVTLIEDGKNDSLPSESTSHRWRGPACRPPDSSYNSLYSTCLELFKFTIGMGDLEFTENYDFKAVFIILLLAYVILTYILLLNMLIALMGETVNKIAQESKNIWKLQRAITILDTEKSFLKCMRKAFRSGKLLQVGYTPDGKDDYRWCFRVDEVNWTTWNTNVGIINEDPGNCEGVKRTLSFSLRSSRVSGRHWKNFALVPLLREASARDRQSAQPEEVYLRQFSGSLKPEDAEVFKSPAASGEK
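TRPV1-expressing cells were cultured overnight at 35.5C and loaded with Fluo-8 calcium dye for 40 to 90 min at room temperature. After a 10 s baseline, compound was added and calcium influx was read kinetically for 3 min (ex 480/em 520 nm).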
hERG WT inh: KCNH2 (human, wildtype) channel inhibition; Q12809; U2OS, BacMam KCNH2, thallium flux FluxOr; active compounds read low; activity change, % at 1.84 µM; actives 0.37% (n = 340,000); AID 720551;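 active = maximum activity change below -70%; inconclusive = maximum activity change between -70% and -50%; inactive = maximum activity change above -50%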; also: % is scaled to controls: 0 for no effect and ±100 for the full control effect
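U2OS cells were transduced with wild-type KCNH2 virus (2.03 x 10^8 / mL) for 4 h at room temperature, then cultured overnight at 37 C. Thallium flux was read with FluxOr dye. Rate constants were normalized to DMSO controls.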
CXXC DNA block: inhibitors of human MLL CXXC domain-DNA interaction; Q03164; Potency, µM (series often up to 115 µM), inactives show at the top dose activity change, negative = inhibition, usual class: inhibitors; actives 0.037% (n = 290,000); MLL-CXXC / FITC-HOXA9 DNA fluorescence polarization; AID 2662; active = well fitted inhibition curve with a large enough effect in the polarisation, with a control signal flat, not every such curve was filed as active; inconclusive = small, poorly fitted or top-dose-only effect, or effect the other way, or a change in a side signal; inactive = no such curve, though single readings can be large or run the other way; the % refers to the polarisation; also: potency is read from the fitted curve at half-maximal effect
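Steps: dispense CXXC domain solution (7 uM) → pin compounds or unlabeled HOX-A9 DNA control → 5 min ambient → add FLSN-HOX-A9 solution (50 nM) → spin → 30 min ambient → fluorescence polarization. Tris pH 7.5/NaCl/DTT/BSA buffer.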
USP2a block: USP2a (human) protease inhibition | AID 463254 | O75604 | USP2 core, Ub-CHOP2 coupled fluorogenic reporter, 485/531 | actives 0.01% (n = 330,000) | Potency, µM (titrated, usually from 38.3 µM), without a hit: at the top dose activity change, negative = inhibition, hits mostly inhibitors;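 also: potency is read from the fitted curve at half-maximal effect; plate controls were DMSO wells for no effect and full inhibition by NEM control for full effect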
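Deubiquitinase activity read as fluorescence (485/531 nm) after Ub-CHOP2 cleavage activates the enterokinase reporter on its substrate; USP2 core 10nM, Ub-CHOP2 and substrate 25nM each, 30min compound preincubation then 60min RT; data normalized to NEM, curves fitted.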
FBPA coupling cs: inhibits coupling enzyme system, counter-screen for aldolase hits | AID 2472 | actives 0.67% (n = 290,000) | coupling enzyme system counterscreen, AmpLite Red fluorescence | activity change, negative = inhibition, % at 58.2 µM, hits read low; in the data active = activity change below about -30%; also: % is scaled to controls: 0 for no effect and ±100 for the full control effect
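Final compound at 57.5 uM, incubated 10 min at RT with coupling enzyme reagent (glyceraldehyde-3-phosphate), then 20 min with substrate and AmpLite Red detection. Fluorescence read at 525/598 nm; tests interference with the coupling assay, not aldolase inhibition.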
Numbers without * were called inactive; ? = inconclusive; / = not tested or not shown; [ ] = another dose, or the depositor's remark. Unless noted, calls follow the shape of the dose curve; as a rule, active = well fitted curve in the direction sought with a large enough effect; inconclusive = small, poorly fitted or top-dose-only effect, or another doubt; inactive = no such curve, though single readings can be large; an effect the other way counts as inactive or inconclusive.

SMILES	Giardia kill	GALK inh	PKM2 activator	KCNH2 3.1 block	Menin MLL FP TR	B2AR arrestin	TRPV1 ag	hERG WT inh	CXXC DNA block	USP2a block	FBPA coupling cs
Cc1cccc([C@@H]2[C@@H]3C(=O)N(Cc4ccccc4)C(=O)[C@@H]3[C@]3(Cc4ccc(Cl)cc4)C(=O)N(c4ccccc4)C(=O)N23)c1	27	/	5%	7	-18%	-1.0%	3	-5	22%	1%	-1
CCOC(=O)N1CCN(c2cc(NCCO)c([N+](=O)[O-])c3nonc23)CC1	-11	-1%	-2%	7	-16%	0.0%	-2	3	5%	2%	-11
CC(O)CNCc1ccccc1C(F)(F)F (stereo not given)	-7	-1%	-1%	6	12%	0.3%	0	-2	-5%	4%	3
Cc1nc2ccc(Br)cn2c1C(=O)N/N=C\c1ccc(C(C)C)cc1	-20	4%	1%	-15	-2%	-0.5%	1	-2	16%	0%	0
COC(=O)C1=C(C)N=C2SCCC(=O)N2C1c1ccc(OC(=O)c2ccco2)cc1 (stereo not given)	3	-4%	-9%	4	6%	-0.1%	2	-11	53%[activator]	0%	5
COc1ccc(-c2ccccc2)cc1NCc1ccc(OC)c(OC)c1	5	0%	1%	6	10%	0.6%	0	0	0%	2%	0
CCCc1nnc(NC(=O)CN2C(=O)c3ccccc3S2(=O)=O)s1	-7	1%	-5%	8	14%	-0.3%	3	1	-1%	1%	-2
CC1CCN(Cc2c(C(=O)N/N=C/c3ccc(C(C)C)cc3)nnn2-c2nonc2N)CC1	-2	-2%	5%	?	18%	0.1%	3	1	-7%	-5%	1
COC(=O)c1ccccc1C(=O)N1CCCC(CNC(=O)c2ccc(F)cc2)C1 (stereo not given)	1	-1%	/	9	-11%	0.0%	2	3	5%	1%	0
CC(C)(C)c1nnc2sc(SCC(=O)c3ccc4c(c3)OCCO4)nn2c1=O	-1	11%	1%	2	-17%	0.1%	-2	4	4%	2%	-1
Cc1nnc(SCC(=O)NCc2ccccc2)s1	9	2%	-9%	20	21%	0.3%	-2	-3	0%	2%	-1
COc1ccc(N2C(=O)CC(N3CCN(c4nc5ccccc5s4)CC3)C2=O)cc1 (stereo not given)	-5	1%	-10%	-3	16%	0.4%	5	-2	-6%	2%	-2
CCOC(=O)c1cnc2c(c(C)nn2C)c1Oc1ccc(OC)cc1	-9	-2%	-4%	-1	/	0.0%	7	-2	-14%	1%	0
COc1ccc(CNS(=O)(=O)c2cc3c4c(c2)C(C)C(=O)N4CCC3)cc1 (stereo not given)	2	-6%	/	3	6%	-0.2%	-2	-12	22%	3%	1
NC(=O)c1ccc(Nc2nnc(-c3ccc(O)cc3)c3ccccc23)cc1	40[activator]	-3%	2%	7	10%	0.1%	1	9	-4%	9%	4
CN(C)S(=O)(=O)c1ccc(NCC2COc3ccccc3O2)c([N+](=O)[O-])c1 (stereo not given)	-11	0%	?	-15	21%	0.0%	11	1	9%	1%	4
COc1ccc(OCC(=O)Nc2cc(NC(=O)c3ccco3)ccc2OC)cc1	-7	-6%	-6%	-1	15%	0.0%	14	9	-2%	1%	0
CCS(=O)(=O)n1nc(NCc2cccc(OC)c2)nc1NCc1cccc(OC)c1	6	-5%	-4%	/	19%	0.0%	-1	2	1%	1%	-1
C/C(CC(=O)NCc1ccccc1)=N\NC(=O)c1cnccn1	3	0%	1%	-20	-11%	-0.4%	1	1	-5%	1%	5
Cc1c(C(=O)C(=O)N2CCN(Cc3ccc4c(c3)OCO4)CC2)c2ccccc2n1C	9	-1%	/	-5	-25%	0.1%	13	9	-7%	-1%	1
O=C(CSc1nc2ccccc2o1)N/N=C/c1ccccc1	-12	1%	10%	-12	?	-0.8%	10	-3	6%	4%	-10
O=C(CC(Nc1ccc(F)cc1)C(=O)O)c1ccccc1 (stereo not given)	13	-1%	0%	-2	?	0.0%	14	-3	3%	2%	-3
O=C1C2C(c3ccccc3)CC=CC2[C@H](c2ccc3ccccc3c2)N1Cc1ccccc1 (stereo not given in full)	-9	7%	-4%	2	/	-0.2%	1	0	4%	4%	-1
CCOc1ccc(NC(=O)CCSc2nnc(C)s2)cc1	-7	/	-6%	-4	12%	0.1%	-3	-1	2%	0%	0
O=C(CN1CCOCC1)N(c1ccccc1)c1ccc2ccccc2c1	9	-1%	0%	-1	-5%	-0.7%	2	-3	18%	0%	-4

The list continues.
SMILES	Giardia kill	GALK inh	PKM2 activator	KCNH2 3.1 block	Menin MLL FP TR	B2AR arrestin	TRPV1 ag	hERG WT inh	CXXC DNA block	USP2a block	FBPA coupling cs
O=c1[nH]nc(Cc2ncc(C(F)(F)F)cc2Cl)c2ccccc12	-6	-9%	/	2	12%	-0.3%	0	7	1%	2%	2
COc1ccc(OC)c(N(CC(=O)NC2CCCC2)S(=O)(=O)c2ccc(OC)c(OC)c2)c1	3	-2%	11%	-7	/	-0.4%	4	3	-19%	0%	/
Cc1cc(/C=N/n2cnnc2)c(C)n1-c1ccc(C(=O)O)cc1	-16	2%	1%	-20	11%	0.1%	1	-1	1%	-1%	0
COc1ccc(C(=O)NC(=S)N(Cc2ccccc2)Cc2ccccc2)cc1	-1	-2%	1%	-11	43%[activator]	-0.4%	20	-102*	-2%	-4%	6
O=C(Cc1ccc(-n2cnnn2)cc1)NC12CC3CC(CC(C3)C1)C2	-1	-1%	-7%	5	-2%	0.0%	?	8	1%	-1%	1
Cc1ccccc1C(=O)Nn1c(C)ccc1C	/	1%	1%	/	-11%	0.5%	0	/	6%	0%	-1
Cc1ccc(S(=O)(=O)Oc2ccc(/C=C(/NC(=O)c3ccccc3)C(=O)NC(C)C(=O)O)cc2)cc1 (stereo not given)	9	2%	-2%	-7	11%	-0.9%	2	4	2%	-7%	1
O=C(Cn1c(C(F)(F)F)nc2ccccc21)N=Nc1c(O)[nH]c2ccc(Br)cc12	-7	3%	2%	7	?	-0.8%	-1	1	-7%	3%	1
Cc1nc(NC(=O)CSc2nnnn2Cc2ccccc2)sc1C	-12	3%	?	2	7%	0.3%	7	8	20%	-3%	1
CC(=O)c1c(C)[nH]c(C(=O)CSc2nnc(-c3ccc(Cl)cc3)n2CC2CCCO2)c1C (stereo not given)	-2	1%	13%	-14	0%	-0.1%	?	-21	19%	0%	3
CC1=CC2=NC(=O)CC(C)(C(=O)N(CC(=O)NC(C)(C)C)C3CCCC3)N2C=C1 (stereo not given)	-3	4%	-5%	-13	13%	-0.5%	-3	1	5%	-2%	4
CCC(C)n1c(SCC(=O)Nc2ccc3[nH]c(=O)[nH]c3c2)nc2ccccc2c1=O (stereo not given)	9	/	/	-4	/	0.4%	-4	-9	/	-2%	/
C=CCNC(=S)Nc1cc(Cl)ccc1OC	-6	-2%	-12%	-8	3%	-0.4%	-3	-19	-3%	3%	3
Cn1nnc2sc3c(c2c1=O)CCCC3	-7	-1%	2%	11	-8%	-0.9%	-3	-16	5%	0%	4
Nc1nonc1C(=O)NCCNC(=O)c1ccc(Cl)cc1	-30	0%	-2%	2	-1%	-0.5%	0	1	4%	-2%	0

From PubChem

Some of the compounds tested; count on the stated rates, not on these rows.
